Bioassay records deposited in PubChem BioAssay by several laboratories.
OPRM1-OPRD1 inv: inverse agonist of human OPRM1-OPRD1 heterodimerization; P35372+P41143; cell-based MOR-DOR heterodimer luminescence, inverse agonism; inhibition, % at 9.3 µM; 0.21% of 340,000 active; AID 504357; in the data active = inhibition above about 22%, passing the limit was not always enough;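 also: 0% = cells with DMSO and 100% = wells without cells with DMSO; values of inactives mirror those of a sister screen read the other way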
Target sequence (P35372 whole entry, looked up): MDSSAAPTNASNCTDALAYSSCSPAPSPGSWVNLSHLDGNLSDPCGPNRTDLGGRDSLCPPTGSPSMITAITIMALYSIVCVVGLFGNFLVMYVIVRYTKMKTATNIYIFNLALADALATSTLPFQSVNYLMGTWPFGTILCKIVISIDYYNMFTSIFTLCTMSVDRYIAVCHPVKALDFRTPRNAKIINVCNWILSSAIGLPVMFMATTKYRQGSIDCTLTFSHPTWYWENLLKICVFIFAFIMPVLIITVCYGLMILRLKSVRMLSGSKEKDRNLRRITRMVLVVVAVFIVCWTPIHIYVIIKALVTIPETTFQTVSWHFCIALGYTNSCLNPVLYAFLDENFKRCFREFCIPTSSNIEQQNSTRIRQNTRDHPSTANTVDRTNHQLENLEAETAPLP
Target sequence (P41143 whole entry, looked up): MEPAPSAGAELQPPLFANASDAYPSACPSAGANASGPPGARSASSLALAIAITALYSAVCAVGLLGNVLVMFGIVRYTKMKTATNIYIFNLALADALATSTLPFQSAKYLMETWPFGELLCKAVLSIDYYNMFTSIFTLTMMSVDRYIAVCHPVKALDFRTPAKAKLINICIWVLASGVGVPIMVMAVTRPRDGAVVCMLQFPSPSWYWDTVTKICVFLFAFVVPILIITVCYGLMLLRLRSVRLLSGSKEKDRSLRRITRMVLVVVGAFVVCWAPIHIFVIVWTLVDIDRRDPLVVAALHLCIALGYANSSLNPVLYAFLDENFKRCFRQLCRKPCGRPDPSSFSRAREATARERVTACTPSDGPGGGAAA
AddAB inh: less growth of phage-infected E. coli with AddAB. E. coli expressing H. pylori AddAB, absorbance growth. inhibition, % at 11.9 µM. 0.29% of 330,000 active. AID 435030; in the data active = inhibition above about 12%;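 also: 0% = vehicle wells of infected cells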
E coli growth: counter-screen for AddAB inhibitors: E. coli growth inhibition; E. coli V3065 growth, OD600 absorbance, 18 h; inhibition, % at 11.9 µM; 0.27% of 330,000 active;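 active = inhibition above the campaign's mean inhibition across all tested compounds plus 3 SD, cut at about 9.9% in these data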;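 also: uninfected addAB+ strain grown without phage in ampicillin broth; 0% = DMSO wells and 100% = ciprofloxacin 0.95 µg/ml wells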
OPRM1-OPRD1 ag: OPRM1-OPRD1 heterodimerization agonism | activation, % at 9.3 µM | cells, luminescence | P35372+P41143 | 0.3% of 340,000 active; in the data active = activation above about 18%;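 also: 0% = vehicle-treated cells and 100% = reference agonist; values of inactives mirror those of a sister screen read the other way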
DSG3 Ab inh: inhibitors of pemphigus antibody binding to human desmoglein-3. AID 588358. 0.48% of 310,000 active. DSG3-coupled beads, scFv-anti-DSG3-GFP binding, flow cytometry; active compounds read low. binding (percent of control), % at 10 µM. P32926;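 active = binding more than 3 SD below its plate's average and above zero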;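 also: hits lower antibody fragment binding to DSG3; some compounds called inactive have numbers as strong as hits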
Arr AP2 block: human beta-arrestin and AP2 interaction inhibition | 0.31% of 340,000 active | AID 504490 | inhibition, % at 10 µM | FITC-arrestin peptide / GST-AP2 beads, flow cytometry; AP2 beta2 appendage carries R879A mutation;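 active = inhibition above a set limit, near 3 SD of compounds lacking own fluorescence, cut at about 54% in these data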;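 also: plate controls were DMSO wells for no effect and 5 µM unlabelled arrestin peptide for full effect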
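System: GST-tagged AP2 beta2-adaptin appendage (R879A) on 4 µm glutathione beads / Reagent: FITC-arrestin peptide, 50 nM / Detection: HyperCyt-sampled flow cytometry, FL1 channel, ex 488/em 535 nm / Timing: 12 min plus 1 h, RT / Buffer or medium: PBS plus Tween 20 (0.05%) and BSA (0.1%)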
PfHsp90 yeast 2: inhibits growth of yeast expressing Plasmodium falciparum Hsp90; 0.32% of 310,000 active; AID 504621; S. cerevisiae expressing PfHsp90, BacTiter-Glo ATP, 48 h; yeast lacking PDR1 and PDR3 efflux regulators; inhibition, % at 9.4 µM;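 active = every replicate shows inhibition above about 80%, whatever the replicate mean, limit read from the data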;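 also: 0% = DMSO neutral controls and 100% = 20 µM radicicol positive controls; yeast relying on Plasmodium falciparum Hsp90 in place of its own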
PKA-R1A act: PKA-R1A complex activation. activation, % at 11.4 µM. 0.083% of 340,000 active. P00514+P68181. PKA-R1A dissociation, Cy5-IP20 fluorescence polarization; scaled: DMSO 0%, 113 µM cGMP 100%;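 active = percent activation above the mean of all tested compounds plus 3 SD, cut at about 19% in these data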;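 also: higher means more PKAc released from R1A so a rise in polarization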
phage Ecoli inh: E. coli growth loss with phage present. growth absorbance. inhibition, % at 11.9 µM. 0.26% of 360,000 active; in the data active = inhibition above about 11%
Mot1-301 SUMO: inhibitors of SUMOylation pathway: yeast Mot1-301 growth rescue; S. cerevisiae Mot1-301 growth rescue, ATP luminescence, 38.5C; percent above DMSO median, 100 means doubled; growth rescue, % at 18.8 µM; 1% of 320,000 active; AID 2716;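 active = every valid replicate shows activation above 250% relative to neutral control wells; inactive = the rest, any valid replicate at or below 250%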;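 also: OY570 slx delta 5 strain wells were the positive control but not used for scaling; some compounds called inactive have numbers as strong as hits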
Tat transport: blocks Tat-dependent protein export in E. coli | E. coli MC4100 TorA-mCherry Tat export, fluorescence | inhibition, % at 10 µM | 0.036% of 340,000 active;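 active = mean replicate inhibition at least 50% and at least half of replicates individually reaching 50%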;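 also: exported cargo escapes ClpAP degradation while cytoplasmic cargo is degraded and loses fluorescence; 0% = median of neutral control wells and 100% = median of NaSCN control wells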
Numbers without * were called inactive; · = no result given.

Values run as follows: OPRM1-OPRD1 inv	AddAB inh	E coli growth	OPRM1-OPRD1 ag	DSG3 Ab inh	Arr AP2 block	PfHsp90 yeast 2	PKA-R1A act	phage Ecoli inh	Mot1-301 SUMO	Tat transport
CCC1Oc2ccc(C)cc2N(CC(=O)NCCN2C(C)CCCC2C)C1=O (stereo unspecified)
 : 14	0.0	-3.5	-2.6	92	26	20	2	1.0	57	-5
CC(C)n1cc(/C=C(\C#N)S(=O)(=O)c2ccccc2)c2ccccc21
 : 12	1.8	-2.0	-2.0	·	25	-12	-10	1.1	4	2
CCOC(=O)c1[nH]c(C)c(C(=O)NCc2ccccn2)c1C
 : 5	3.3	1.6	-0.9	105	1	-5	0	0.8	260	-11
CCCNc1c(NS(=O)(=O)c2ccc(NC(=O)CC)cc2)c(=O)oc2ccccc12
 : 16	2.0	-2.3	-3.0	106	-20	-3	-11	0.6	-13	-5
CC/C(=C\C1CCCCC1)C(NP(=O)(c1ccccc1)c1ccccc1)c1ccccc1 (stereo unspecified)
 : -51	1.4	2.0	9.1	·	-12	-6	-1	3.8	94	-2
O=C(O)CCCC(=O)Nc1ccc(Br)cc1
 : -3	0.2	-2.6	0.6	100	1	-5	-10	-0.2	-9	7
CCc1ccc(CN2CCC(Oc3ccc(C(=O)N4CCCC4)cc3)CC2)cc1
 : 16	-0.6	0.3	-5.0	115	-10	2	-14	1.3	12	-3
COC(=O)c1sccc1N/N=C(\C)c1ccc(F)c(Cl)c1
 : -20	0.3	1.0	4.0	95	2	-10	7	0.4	-18	-4
Nc1nnc(CC(=O)N2CCCCC2)s1
 : 6	-1.4	-0.2	-1.1	105	38	-7	-1	2.9	396*	0
O=C(NCc1ccc2c(c1)OCO2)c1ccc(Cl)nc1
 : 11	2.6	-0.8	-1.9	98	1	-19	-12	3.1	4	6
CCOc1ccc(CCNC(=O)CSc2cc(=O)n(C)c3ccccc23)cc1OCC
 : -7	1.1	-0.4	1.1	101	2	5	-12	0.9	247	3
COc1cc(OC)c(C(=O)C=Cc2ccc(OC)c(OC)c2)c(OC)c1
 : 4	·	·	-0.8	93	10	·	8	0.9	·	-2
Cc1ccc(-n2c(SCc3ccc(C(=O)O)cc3)nnc2-c2ccncc2)cc1
 : -11	-0.3	-0.7	2.1	98	6	-6	4	1.5	217	-4
CCOC(=O)C1CCN(C(=S)Nc2ccc(Cl)cc2C)CC1
 : -9	-1.0	-0.5	1.3	105	-3	1	4	2.3	188	2
CCCOc1ccc2[nH]cc(C(=O)O)c(=O)c2c1
 : -14	3.1	0.6	2.4	110	-2	0	-6	0.2	10	7
N#CNc1nc(O)cc(=O)[nH]1
 : 12	-0.4	0.9	-2.3	96	5	9	-5	·	-5	3
O=C(Nc1cccc(S(=O)(=O)NCc2ccco2)c1)c1cc(-c2ccccc2)nc2ccccc12
 : -21	0.7	-3.3	3.0	100	19	-20	-10	5.3	-19	5
Cc1nn2c(CN(C(=O)c3ccco3)c3ccccc3)nnc2c2ccccc12
 : 15	·	·	-3.0	103	27	15	-4	0.3	·	4
Cc1cc(C)c2c(=O)[nH]c(SCC(=O)Nc3ccc(N(C)C)cc3)nc2n1
 : -5	1.2	-0.3	0.9	101	11	12	-11	0.2	-7	-12
CCc1ccc(C2=C/C(=C/c3cccnc3)C(=O)O2)cc1
 : 12	4.8	1.8	-2.7	104	8	-39	-6	2.8	20	-9
CC1=NN(c2ccc(S(=O)(=O)O)cc2Cl)C(=O)C1
 : 4	-0.4	-1.9	-0.7	103	-4	-6	2	4.0	2	1
Cc1ccsc1/C=N/NC(=O)CC(=O)NCC(C)C
 : -1	1.6	0.2	0.3	104	21	2	-4	0.6	-28	20
CC(C)Oc1ccc(CSC(=N)N)cc1
 : 3	1.5	1.7	-0.6	104	8	-25	-11	2.2	·	-7
O=C(Cn1ncc(Cl)c(Cl)c1=O)N1CCc2ccccc21
 : 19	·	·	-4.1	67	0	35	-2	3.0	·	4
Cc1nnc(NC(=O)c2ccc(Br)cc2)s1
 : -2	1.2	0.7	0.3	103	8	2	-3	2.3	-16	-3
Cc1ccnc(NC(=O)c2ccc(S(=O)(=O)NCc3ccco3)cc2)c1
 : 16	1.2	-0.4	-2.5	100	-14	·	1	4.5	-12	-4
C[C@@H](CN=[N+]=[N-])CN1CC[C@H](NC(=O)OCc2ccccc2)CCC1=O
 : 18	1.9	2.4	-3.3	97	-1	-7	-12	-1.6	-8	12
CC(C)(C)c1ccccc1NC(=S)NC1CCCC1
 : -3	0.6	1.4	0.6	127	0	21	7	4.3	-1	-2
COc1ccc(CNC(=O)c2cccc(NC(=O)CC3SC(N4CCCCC4)=NC3=O)c2)cc1 (stereo unspecified)
 : 11	-0.2	-0.4	-2.2	123	8	-6	-3	2.1	-5	-11
COC(=O)c1ccc(C2c3[nH]c4ccccc4c3C[C@H]3C(=O)N(C4CCN(Cc5ccccc5)CC4)CC(=O)N23)cc1 (stereo partly specified)
 : -11	4.2	1.7	1.9	94	6	30	-6	2.3	-4	0
CCOc1ccc(CC(=O)NC2CCN(Cc3ccccc3)CC2)cc1
 : 11	-1.2	1.0	-2.4	94	10	-9	1	1.8	-16	5
CC(=O)c1ccc(N(CC(=O)NC2CCCC2)C(=O)CCC(=O)Nc2cc(C)on2)cc1
 : 16	2.8	-1.3	-2.5	93	16	0	1	-2.3	-5	-2
CCOC(=O)c1ccccc1N/C=C/C(=O)c1cccs1
 : -13	-1.0	-1.1	1.9	109	-18	25	-10	2.2	-11	1
CCOc1ccccc1CN1CCN(CC2=Cc3cc(OC)ccc3OC2)CC1CCO (stereo unspecified)
 : 15	2.1	-1.6	-2.7	102	2	-1	0	-0.1	42	2
Cc1cccc(N2CCN(Cc3nc(CC4CC4)no3)CC2)n1
 : 4	3.2	-0.6	-0.8	104	21	·	-1	0.3	-13	1
Cc1ccnn1CC(=O)N/N=C/c1ccco1
 : 14	4.4	1.6	-3.2	97	2	31	-14	1.7	118	0
CCc1ccccc1NC(=O)CCc1nc(-c2cccs2)no1
 : -21	0.7	1.5	3.4	90	-6	-17	-5	3.9	-9	0
O=C(COC(=O)c1ccc2ccccc2n1)c1ccc(F)cc1
 : -6	0.2	-0.4	1.1	131	-3	·	-7	-0.1	11	4
CC(=O)NCCN1C(=O)S/C(=C\c2cccs2)C1=O
 : 3	0.7	-0.2	-0.5	102	-22	-7	13	0.3	-6	-7
CCN(CC)C(=O)CN(c1cc(Cl)ccc1OC)S(C)(=O)=O
 : 23	0.8	1.7	-3.9	118	20	-23	2	-1.1	-24	-8
N/C(=N\OC(=O)c1ccc(Cl)cc1Cl)c1ccccn1
 : -34	-1.4	-3.8	4.7	101	3	-2	2	6.2	-25	5
CN(C)c1ccc(C(=O)Nc2nnc(C3=COCCO3)o2)cc1
 : 12	-0.2	0.5	-2.6	·	20	-7	-9	-0.7	5	-4
OCCC1CN(Cc2cc3ccccc3o2)CCN1Cc1ccc(F)cc1 (stereo unspecified)
 : 11	2.5	-2.2	-2.4	97	1	0	-10	3.6	3	7
N#C/C(=C\c1ccc(-c2ccc(S(=O)(=O)N3CCOCC3)cc2)o1)C(=O)NC1CC1
 : -6	5.3	-2.5	0.9	100	-2	11	1	2.5	10	-3
Cn1ccnc1SCC(=O)Nc1ccc(Br)cc1C(F)(F)F
 : 17	0.6	3.8	-3.2	·	-3	0	-3	·	-7	10
COc1ccc2nc(/N=C/c3cccc(OC)c3O)sc2c1
 : 9	0.3	0.5	-1.9	107	-15	-4	-2	0.7	-20	15
COC(=O)c1cc2ccsc2n1Cc1nc(-c2ccc(OC)cc2)oc1C
 : -7	0.6	-0.2	1.1	101	-5	-5	3	1.1	-9	9
COc1ccccc1NC(=O)NCc1nc(-c2ccc(C(F)(F)F)cc2)no1
 : ·	4.5	1.4	·	74*	19	5	·	1.3	-4	5
C=CCn1c(=O)c2ccc(C(=O)NCc3ccccc3)cc2n(Cc2ccc(Cl)cc2)c1=O
 : -5	-0.3	-5.7	0.9	96	12	-14	2	1.9	-8	3
CNc1ccc(Br)cc(C(=O)/C=C/c2ccc(OC)cc2)c1=O
 : 1	3.2	0.9	-0.2	118	21	7	1	1.7	0	0
CSc1ncc(C(=O)Nc2cccc(Cl)c2)c(C)n1
 : -4	·	·	0.8	95	-5	-14	-9	3.2	6	-6
O=C1CCC/C(=N\NC(=O)c2ccc(NS(=O)(=O)c3ccc(Br)cc3)cc2)C1
 : 4	3.1	-0.9	-0.7	97	-6	8	-2	0.7	1	-6
COc1ccc(C(=O)Oc2cc(/C=N/NC(N)=S)ccc2OC)cc1
 : 14	2.6	1.4	-2.5	·	2	·	-12	3.5	2	-8
Cc1nc2cc(NCc3ccc(Cl)cc3)ccc2n1C
 : -3	4.9	0.2	0.6	116	2	16	-2	3.5	2	-4
O=c1c2cc(NC(=S)N3CCCCCC3)ccc2nc2n1CCCCC2
 : 1	2.3	-3.1	-0.1	105	-8	-10	10	2.2	-4	-5
COc1ccc(OC)c(NC(=O)c2sc3nc(Cc4ccccc4)cc(C(F)(F)F)c3c2N)c1
 : 4	2.0	0.4	-0.8	102	-3	13	1	0.1	402	-3
CC1(c2ccc3c(c2)OCCO3)NC(=O)N(CC(=O)Nc2ccccc2F)C1=O (stereo unspecified)
 : 9	·	·	-1.9	103	0	0	-9	-1.5	·	14
Cc1ccc(C(=O)NC(=S)NCCCN2CCOCC2)cc1
 : 17	3.5	-1.6	-3.7	102	3	11	-10	2.6	119	-1
CCOC(=O)n1c(SCC(N)=O)nc2ccccc21
 : 6	2.0	0.1	-1.1	93	21	3	1	3.0	13	10
Cc1cc(Cl)ccc1NC(=O)C1CCCN1C(=O)c1cccs1 (stereo unspecified)
 : 7	5.5	-0.9	-1.4	86	7	0	3	4.5	-6	-1

More compounds
Values run as follows: OPRM1-OPRD1 inv	AddAB inh	E coli growth	OPRM1-OPRD1 ag	DSG3 Ab inh	Arr AP2 block	PfHsp90 yeast 2	PKA-R1A act	phage Ecoli inh	Mot1-301 SUMO	Tat transport
CC(C)c1ccc(/C=C2\SC(=S)N(CCC(=O)NCCCn3ccnc3)C2=O)cc1
 : 3	1.5	-3.0	-0.5	90	45	28	-23	3.0	76	1
O=c1c2ccc(Cl)cc2[nH]c(=S)n1CCC1=CCCCC1
 : -4	-3.1	-1.8	0.6	98	15	-37	-5	0.1	5	-7
COc1cccc(CNC(=O)c2cc(C)nc3ccccc23)c1
 : 4	-0.4	-0.7	-0.6	·	0	10	-2	-1.1	-2	-2
Cc1c(C(=O)N2CC(C)OC(C)C2)[nH]c2ccc(Br)cc12 (stereo unspecified)
 : -6	·	·	1.3	90	-3	-14	-4	1.8	-2	12
CSc1ccc(/C=C(\C#N)C(=O)NC2CCCCC2)cc1
 : 9	7.1	1.9	-1.6	100	35	17	2	0.6	9	-6
